BCR signal inh: blocks chronic active B-cell receptor signaling; ABC-DLBCL IkBa-CBG/CBR reporter, luminescence ratio, 4 h; Potency, µM (doses to about 46.1 µM), without a hit: top-dose ratio change, negative = lower green/red ratio, actives largely listed as inhibitors; 0.05% of 340,000 active; active = well fitted inhibition curve with a large enough effect in the signal ratio, with a control signal flat, not every such curve was filed as active; inconclusive = small, poorly fitted or top-dose-only effect, or effect the other way, or a change in a side signal; the % refers to the signal ratio;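 note: potency is the fitted concentration of half-maximal effect; plate controls were basal doxycycline-induced cells for no effect and cells given 10 µM MG132 for full effect; MG132 reads +100%, hits lower the ratio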
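TMD8 human ABC-DLBCL cells with doxycycline-inducible IκBα–green luciferase fusion and unfused red luciferase, in 0.5% FBS medium; compounds up to 46 uM, 4 h at 37C. Green/red luminescence ratio, filter-overlap corrected, fitted to concentration-response curves.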
TSHR antag: antagonists of human thyroid stimulating hormone receptor | TSHR-expressing cells, TSH-stimulated cAMP HTRF, 2 h; stronger effect = lower value | activity change, negative = inhibition, % at 11.5 µM | 0.2% of 330,000 active;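 active = activity change below a set negative limit, meaning inhibition stronger than a set level, cut at about -70% in these data; inconclusive = activity change between two set negative limits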; note: % is set by controls: 0 for no effect and ±100 for the full control effect
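Freshly harvested TSHR cells receive pin-tooled compound, then EC80 TSH at 4nM final. After 2 hours at 37 deg C, antibody in lysis buffer and cAMP-d2 are added; 30 minutes at ambient temperature precede the HTRF read.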
GALK inhibitor: blocks human galactokinase activity; P51570; 0.007% of 270,000 active; Potency, µM (doses to about 57.5 µM), without a hit: at the highest dose activity change, negative = inhibition, actives largely listed as inhibitors; Purified GALK, Kinase-Glo residual ATP luminescence; note: potency is the fitted concentration of half-maximal effect; % is set by controls: 0 for no effect and ±100 for the full control effect
Target sequence (P51570 whole entry, looked up): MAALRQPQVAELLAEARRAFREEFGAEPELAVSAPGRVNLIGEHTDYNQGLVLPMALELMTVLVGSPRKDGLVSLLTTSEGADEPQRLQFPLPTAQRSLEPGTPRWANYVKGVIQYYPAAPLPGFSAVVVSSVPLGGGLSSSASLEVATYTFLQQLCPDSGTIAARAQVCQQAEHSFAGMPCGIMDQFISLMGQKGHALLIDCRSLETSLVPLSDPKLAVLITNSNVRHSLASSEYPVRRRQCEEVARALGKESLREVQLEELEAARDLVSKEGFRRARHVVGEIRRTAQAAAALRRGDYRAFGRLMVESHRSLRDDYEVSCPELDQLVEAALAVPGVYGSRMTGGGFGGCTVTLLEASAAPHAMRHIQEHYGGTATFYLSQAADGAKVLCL
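5 nM enzyme, 35 uM ATP, 100 uM galactose, 20 mM HEPES pH8.0, 5 mM MgCl2; 1 h RT; residual ATP by Kinase-Glo Plus luminescence, qHTS format.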
Menin MLL FP TR: displaces Texas Red mutant MLL peptide from human menin | O00255 | Menin + Texas Red MLL mutant peptide, fluorescence polarization | Potency, µM (series often up to 61.6 µM), for the others: at the top dose FP activity change, negative = inhibition, actives largely listed as inhibitors | 0.23% of 270,000 active | AID 1768; active = well fitted inhibition curve with a large enough effect in the polarisation, with a control signal flat, not every such curve was filed as active; inconclusive = small, poorly fitted or top-dose-only effect, or effect the other way, or a change in a side signal; inactive = no such curve, though single readings can be large or run the other way; the % refers to the polarisation; note: potency is the fitted concentration of half-maximal effect; % of control where 0% means no effect; many of its hits are not listed in these tables
MBNL1 CUG block: blocks human MBNL1 binding to CUG repeat RNA. Potency, µM (top dose mostly 57.5 µM), inactives show at the highest dose activity change, negative = inhibition, actives largely listed as inhibitors. Q9NR56. 0.036% of 280,000 active. TR-FRET MBNL1-His/biotin-(CUG)12 binding, 665/545 ratio; active = well fitted inhibition curve with a large enough effect in the signal ratio, with a control signal flat, not every such curve was filed as active; inconclusive = small, poorly fitted or top-dose-only effect, or effect the other way, or a change in a side signal; inactive = no such curve, though single readings can be large or run the other way; the % refers to the signal ratio; note: potency is the fitted concentration of half-maximal effect; % is set by controls: 0 for no effect and ±100 for the full control effect
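His-tagged MBNL1 binding to biotinylated (CUG)12 RNA was measured by TR-FRET using terbium anti-His antibody (0.055 ng/ul final) and streptavidin-XL665 (5 nM final). Compounds were titrated 92 nM to 58 uM; 60 min at room temperature.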
Mito fusion yeast: inhibitors of mitochondrial division or activators of mitochondrial fusion; S. cerevisiae fusion-defective mutant growth rescue, CellTiterGlo 48 h; Potency, µM (series often up to 46.1 µM), for the others: at the highest dose growth rescue (activation), usual class: activators; 0.23% of 320,000 active; AID 485298;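 note: potency is the fitted concentration of half-maximal effect; % of control where 0% means no effect; nearly all actives have a fitted effect of over 45% in size; temperature-sensitive fusion mutants such as fzo1-1 at 37 °C on non-fermentable ethanol glycerol medium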
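Growth-rescue viability read-out: after 48 h at the non-permissive 37C in glycerol/ethanol YPEG, yeast mitochondrial fusion mutants are measured by CellTiterGlo luminescence; compounds (23 nl pinned per well) restoring growth score as division inhibitors or fusion activators.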
Eya2 inh: inhibitors of human Eya2 phosphatase activity; O00167; recombinant Eya2, OMFP fluorescence dephosphorylation (OMFP is methylfluorescein phosphate); Potency, µM (top dose mostly 76.9 µM), inactives show at the highest dose activity, negative = inhibition, most hits filed as inhibitors; 0.006% of 330,000 active; note: potency is the fitted concentration of half-maximal effect; % is set by controls: 0 for no effect and ±100 for the full control effect
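Eya2 (0.2 uM) preincubated 10 min at ambient with compound, then OMFP substrate added at 50 uM; 10 min reaction in 50 mM HEPES pH 7.5, 50 mM NaCl, 5 uM MgCl2, 0.05% BSA, 1 mM DTT. Fluorescence read at Ex 485/Em 525 nm.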
PKM2 act: PKM2 (human) enzyme activation | P14618 | purified PKM2, Kinase-Glo ATP luminescence, activation; response scale: 0% is enzyme alone, no compound | Potency, µM (titrated, usually from 57.5 µM), for inactives: top-dose activation, usual class: activators | 0.34% of 260,000 active; note: potency is the fitted concentration of half-maximal effect; % is set by controls: 0 for no effect and ±100 for the full control effect; nearly all actives have a fitted effect of over 55% in size
Target sequence (P14618 whole entry, looked up): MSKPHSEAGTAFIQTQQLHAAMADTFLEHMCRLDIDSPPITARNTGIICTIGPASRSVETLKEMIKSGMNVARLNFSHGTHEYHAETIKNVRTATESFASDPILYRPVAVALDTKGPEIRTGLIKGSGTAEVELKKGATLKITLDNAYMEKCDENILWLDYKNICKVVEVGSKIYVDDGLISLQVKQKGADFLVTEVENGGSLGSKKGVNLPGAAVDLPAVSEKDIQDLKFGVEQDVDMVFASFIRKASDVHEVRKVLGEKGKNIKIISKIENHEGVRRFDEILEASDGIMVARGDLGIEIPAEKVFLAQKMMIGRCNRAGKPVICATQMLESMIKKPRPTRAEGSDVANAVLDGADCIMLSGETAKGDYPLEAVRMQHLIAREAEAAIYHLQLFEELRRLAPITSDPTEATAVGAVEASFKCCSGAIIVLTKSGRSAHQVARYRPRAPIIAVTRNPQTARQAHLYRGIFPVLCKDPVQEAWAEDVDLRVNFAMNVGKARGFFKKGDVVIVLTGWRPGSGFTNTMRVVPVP
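ATP formation by purified human PK-M2, quantified via coupled luciferase luminescence after 1 h at room temperature with 0.1 mM ADP and 0.5 mM PEP final.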
USP2a block: inhibitors of human ubiquitin-specific protease USP2a. O75604. USP2 core, Ub-CHOP2 coupled fluorogenic reporter, 485/531. Potency, µM (highest dose often 38.3 µM), without a hit: top-dose activity change, negative = inhibition, actives largely listed as inhibitors. 0.01% of 330,000 active. AID 463254;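 note: potency is the fitted concentration of half-maximal effect; plate controls were DMSO wells for no effect and full inhibition by NEM control for full effect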
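USP2 core (10nM final) preincubated 30min RT with compound in 20mM Tris-HCl pH 8.0, 2mM CaCl2, 2mM beta-mercaptoethanol, 0.05% CHAPS; 25nM Ub-CHOP2 plus 25nM reporter substrate added, fluorescence (Ex485/Em531) read after 60min.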
KCNH2 WT inh: inhibitors of human wildtype KCNH2 potassium channel; U2OS, BacMam KCNH2, thallium flux FluxOr; stronger effect = lower value; activity change, % at 1.84 µM; 0.37% of 340,000 active;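 active = maximum activity change below -70%; inconclusive = maximum activity change between -70% and -50%; inactive = maximum activity change above -50%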; note: % is set by controls: 0 for no effect and ±100 for the full control effect
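U2OS cells transduced with wild-type KCNH2 virus are loaded with FluxOr dye for 45 min, and thallium flux is measured in kinetic reads before and after stimulation buffer. Rate constants are normalized to DMSO controls.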
S-ASM inh: blocks human secretory acid sphingomyelinase; P17405; placental ASM, HMU-PC fluorogenic substrate, 60 min; Potency, µM (titrated, usually from 57.5 µM), without a hit: at the highest dose activity change, negative = inhibition, most hits filed as inhibitors; 0.006% of 340,000 active; AID 504937; note: potency is the fitted concentration of half-maximal effect
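Human placenta-derived ASM preincubated with compound 10 min at room temperature, then reacted with 9 uM (final) fluorogenic HMU-PC substrate for 60 min at 37 C. Stop solution raises pH to 10; fluorescence read at Ex 386/Em 447 nm.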
Active calls of the source: *; i = inactive; ? = inconclusive; nt = not tested or not shown; [ ] = remark or other dose. Unless noted, calls come from the whole dose curve; as a rule, active = well fitted curve in the direction sought with a large enough effect; inconclusive = small, poorly fitted or top-dose-only effect, or another doubt; inactive = no such curve, though single readings can be large; an effect the other way counts as inactive or inconclusive. Only part of the results is shown; the hit share may differ from the screen's.

SMILES | BCR signal inh | TSHR antag | GALK inhibitor | Menin MLL FP TR | MBNL1 CUG block | Mito fusion yeast | Eya2 inh | PKM2 act | USP2a block | KCNH2 WT inh | S-ASM inh
CCCOc1ccc(/C=N/NC(=O)C2CCCN2S(=O)(=O)c2ccc(Cl)cc2)cc1 (stereo unspecified) | 3% | -2 | 0% | 0% | 7% | -4% | 4% | 5% | -2% | 0 | -21%
CNC(=O)COc1coc(CN2CCN(c3ccc(OC)cc3)CC2)cc1=O | 0% | 24 | 2% | nt | -4% | 1% | 2% | nt | -5% | 0 | 1%
COc1cc(N=C2C(=O)N3CCCc4cccc2c43)cc(OC)c1 | 3% | 1 | 0% | -3% | 25% | 2% | -3% | 3% | 3% | -6 | -3%
COc1cccc(N2CCN(c3nc(C)c(C)c(=O)[nH]3)CC2)c1 | 2% | -13 | 2% | 6% | -1% | 6% | -11% | -4%[11.5 µM] | 0% | 1 | -1%
CC(C(=O)O)N1C(=O)/C(=C/c2cccn2C)SC1=S (stereo unspecified) | 2% | -8 | 0% | 4% | ? | 7% | 2% | 8% | 4% | -11 | 0%
CN1CCN(Cc2nc3c([nH]2)c(=O)[nH]c(=O)n3C)CC1 | 4% | 4 | 3% | -4% | 3% | -2% | 0% | 2% | 2% | 5 | 41%[activator]
O=C(O)CC1S/C(=N\N=C/c2ccccc2O)N(c2ccc(O)cc2)C1=O (stereo unspecified) | 0% | 7 | 4% | 17% | ? | -14% | 4% | -5% | 3% | 2 | 202%[activator]
COC(=O)C(C#N)c1nc2ccccc2nc1N1CCCC1 (stereo unspecified) | ? | -9 | -2% | -5% | ? | -7% | -7% | 0% | 2% | -5 | 67%[activator]
CC(=O)c1c(C)[nH]c(C(=O)CSc2nnc(-c3ccco3)n2Cc2ccccc2)c1C | ? | -4 | 0% | -7% | 4% | 3% | -14% | 5% | 3% | -1 | -11%
O=C(Nc1nnc(Cc2ccccc2)s1)C1CCN(C(=O)c2ccco2)CC1 | 1% | 7 | 0% | 3% | 1% | -3% | -5% | -7% | 1% | -10 | 4%
CCOC(=O)C1(CC2CCCCO2)CCN(Cc2ccccc2-c2ccco2)CC1 (stereo unspecified) | -18% | -2 | 2% | ? | -7% | 0% | -8% | -5% | 4% | -1 | 3%
COc1ccc(NC(=S)N2CCN(Cc3ccco3)CC2)c(OC)c1 | 0% | 13 | -4% | -8% | ? | -1% | 2% | -1% | 2% | -4 | 3%
Cc1cccc(C(C)C)c1NC(=O)C1CN(S(=O)(=O)c2ccccc2)CCN1S(=O)(=O)c1ccccc1 (stereo unspecified) | 5% | 0 | 1% | -26% | -10% | 9% | 0% | 0% | 1% | 0 | 1%
O=c1[nH]c(C2CCN(S(=O)(=O)c3ccccc3)CC2)nc2c1nnn2Cc1cccc(Cl)c1 | 6% | 1 | 3% | 47%[activator] | 3% | -2% | -2% | nt | -14% | 0 | -23%
Cn1c(=O)c2c(nc(N3CCc4ccccc4C3)n2C)n(C)c1=O | 1% | 7 | 3% | 0% | -7% | -4% | 10% | 3% | 3% | 1 | 4%
O=C(OCCCN1C(=O)c2ccccc2C1=O)c1ccco1 | ? | -3 | 4% | -10% | 13% | 2% | 11% | -3% | -1% | -2 | 2%
CC1(C)Cc2c(sc(NC(=O)COc3cccc4ccccc34)c2C#N)C(C)(C)N1 | ? | -22 | -5% | nt | nt | 12% | 24% | 0% | -1% | 3 | ?
COc1ccc(N(CC(=O)N2CCc3ccccc3C2)S(C)(=O)=O)cc1OC | 13% | 3 | -4% | 7% | -6% | -1% | -13% | 1% | 2% | -4 | 3%
O=C(N/N=C\c1cccc(Cl)c1)c1n[nH]c2c1CCCC2 | -25% | -5 | -1% | 3% | 2% | 8% | -20% | -7% | 0% | -11 | -1%
COc1ccccc1C(=O)Nc1ccc(S(=O)(=O)NC2=NCCCCC2)cc1 | -1% | 6 | 0% | -11% | -1% | 2% | 3% | -16% | 2% | 5 | -2%
CCOC(=O)c1cc2c(=O)n3ccccc3nc2n(CCOC)c1=NC(=O)c1c(-c2c(F)cccc2Cl)noc1C | -1% | -1 | 1% | 2% | 4% | 5% | -19% | nt | 9% | 3 | i
O=C(CSc1ncnc2c1cnn2CCc1ccccc1)Nc1cccc(C(F)(F)F)c1 | ? | -34 | -3% | 52%[activator] | 2% | 12% | -21% | 0% | -7% | 10 | -16%
CC(=O)NS(=O)(=O)c1ccc(NC(=O)/C=C/c2ccccc2Cl)cc1 | -2% | -2 | 0% | 0% | 5% | -1% | 21% | 0% | 3% | -2 | -3%
CCOC(=O)c1c(NC(=O)CN2CCCc3ccccc32)sc(C(C)=O)c1C | ? | 12 | 2% | -3% | 0% | 3% | -6% | -2% | 5% | -1 | -1%
CN(C)c1ccc(C(=O)OCC(=O)N2CCOCC2)cc1 | -7% | -7 | -1% | 2% | -4% | 3% | -11% | 7% | 1% | 5 | -1%
CN(CC(=O)Nc1ccc(F)c(F)c1F)C(=O)CN1C(=O)NC2(CCCC2)C1=O | 7% | -3 | nt | nt | nt | -3% | 2% | nt | -1% | 15 | 3%
CCOC(=O)C1=C(C)NC(C)=C(C(=O)OCC)C1c1ccc(Br)o1 | -7% | 1 | 1% | 13% | -6% | ? | -9% | 0% | 1% | -10 | 13%
COC(=O)C(C(=O)OC)C(C(C)C)C(C(=O)OC)C(=O)OC | -1% | -3 | -1% | 18% | ? | -1% | 6% | -4% | -3% | 1 | 5%
O=C(NCCc1ccccc1)C1c2ccccc2C(=O)N1Cc1cccs1 (stereo unspecified) | -3% | 19 | 0% | 0% | -14% | 1% | 9% | -5% | -7% | 4 | -3%
NC(=O)c1cccnc1Nc1cccc([N+](=O)[O-])c1 | -17% | -11 | -2% | ? | ? | 3% | 5% | 4% | 2% | 2 | 3%
Cc1ncc(CO)c2c1Oc1nc(-c3ccccc3F)nc(SCC(=O)N(C)c3ccccc3)c1C2 | -14% | 0 | -2% | nt | 1% | 3% | 14% | nt | -5% | -6 | 1%
COc1cccc(Nc2nc(-c3ccccc3O)nc3ccccc23)c1 | 12% | -20 | 4% | ? | ? | 2% | 8% | nt | 2% | nt | ?
Cc1cccc(C(=O)OCC(=O)N(C)c2ccccc2)c1C | 8% | 18 | -2% | ? | 1% | 6% | 4% | -1% | 0% | 11 | 4%
COc1ccc(-c2cc(C(F)(F)F)c(C#N)c(=O)[nH]2)cc1 | 12% | -23 | -2% | nt | -4% | 7% | 2% | 1% | 8% | 0 | i
Cc1ccc(-n2nc3c(=O)n(C(C)C(=O)NCCCc4ccccc4)nc(C)c3c2C)cc1 (stereo unspecified) | 5% | -34 | 9% | -28% | -6% | -14% | -4% | nt | 2% | 1 | -4%
COc1cc(/C=C2\SC(=S)N(CCC(=O)Nc3ccccc3)C2=O)cc(OC)c1OC | 1% | -14 | 0% | 31%[activator] | 7% | 3% | 4% | -13% | 2% | -3 | -13%

Results in Mito fusion yeast, PKM2 act and GALK inhibitor, for 3 of the compounds above:
smiles | Mito fusion yeast | PKM2 act | GALK inhibitor
CCOC(=O)C1=C(C)NC(C)=C(C(=O)OCC)C1c1ccc(Br)o1 | ? | 0% | 1%
CC(=O)NS(=O)(=O)c1ccc(NC(=O)/C=C/c2ccccc2Cl)cc1 | -1% | 0% | 0%
O=C(NCCc1ccccc1)C1c2ccccc2C(=O)N1Cc1cccs1 (stereo unspecified) | 1% | -5% | 0%
